# GCN5L2 inh = GCN5L2 (KAT2A) acetyltransferase inhibition; Q92830; GCN5L2 HAT assay, ThioGlo1 CoA-SH fluorescence; Potency, µM (series often up to 58.9 µM), for the others: at the highest dose activity change, negative = inhibition, hits mostly inhibitors; actives 0.21% (n = 390,000); AID 504327; active = well fitted inhibition curve with a large enough effect
# Target sequence (Q92830 whole entry, looked up): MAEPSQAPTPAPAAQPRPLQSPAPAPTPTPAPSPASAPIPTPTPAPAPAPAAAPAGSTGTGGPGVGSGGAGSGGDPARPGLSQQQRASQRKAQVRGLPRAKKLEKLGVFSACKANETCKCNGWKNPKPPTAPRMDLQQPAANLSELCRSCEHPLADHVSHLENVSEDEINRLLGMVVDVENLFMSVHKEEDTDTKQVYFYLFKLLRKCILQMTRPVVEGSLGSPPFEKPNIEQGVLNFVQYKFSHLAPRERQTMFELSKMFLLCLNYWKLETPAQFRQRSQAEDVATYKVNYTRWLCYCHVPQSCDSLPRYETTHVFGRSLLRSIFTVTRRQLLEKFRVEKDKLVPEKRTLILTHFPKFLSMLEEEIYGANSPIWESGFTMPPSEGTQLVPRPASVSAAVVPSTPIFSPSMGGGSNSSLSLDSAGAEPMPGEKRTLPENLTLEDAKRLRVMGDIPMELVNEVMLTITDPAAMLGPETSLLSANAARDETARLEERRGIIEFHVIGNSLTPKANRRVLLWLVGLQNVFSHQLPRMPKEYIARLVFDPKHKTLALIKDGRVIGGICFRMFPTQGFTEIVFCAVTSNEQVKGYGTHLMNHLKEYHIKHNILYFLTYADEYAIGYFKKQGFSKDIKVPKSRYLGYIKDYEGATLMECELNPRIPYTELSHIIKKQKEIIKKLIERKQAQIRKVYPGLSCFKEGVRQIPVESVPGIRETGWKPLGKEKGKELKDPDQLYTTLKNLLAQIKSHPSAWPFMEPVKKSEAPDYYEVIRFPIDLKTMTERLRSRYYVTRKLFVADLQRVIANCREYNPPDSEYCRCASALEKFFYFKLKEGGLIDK
#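 Titration-based screen in which CoA formation is detected via maleimide probe ThioGlo1 (50uM) turning fluorescent on thiol reaction; substrates H3(1-25) 75uM and acetyl-CoA 70uM, GCN5L2 20nM, 20 min incubation at room temperature.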
# * marks the source's active call; other numbers are inactive results; [ ] = dose if it differs, or a comment. % is scaled to controls: 0 for no effect and ±100 for the full control effect; potency is read from the fitted curve at half-maximal effect. Only part of the results is shown (hit frequency here may not be typical).
# A first look (2 entries):
GCN5L2 inh	Compound
-1%[21.4 µM]	C[C@@H]1[C@H](C)CC[C@@]2(C(=O)O[C@H]3O[C@@H](CO[C@H]4O[C@@H](CO)[C@@H](O[C@H]5O[C@@H](C)[C@@H](O)[C@@H](O)[C@@H]5O)[C@@H](O)[C@@H]4O)[C@@H](O)[C@@H](O)[C@@H]3O)CC[C@]3(C)C(=CC[C@H]4[C@@]5(C)C[C@@H](O)[C@@H](O)[C@](C)(CO)[C@@H]5CC[C@@]43C)[C@@H]12
0%	COc1cc2oc(=O)ccc2cc1O

# This part in full, repeating the preview:
GCN5L2 inh	Compound
-1%[21.4 µM]	C[C@@H]1[C@H](C)CC[C@@]2(C(=O)O[C@H]3O[C@@H](CO[C@H]4O[C@@H](CO)[C@@H](O[C@H]5O[C@@H](C)[C@@H](O)[C@@H](O)[C@@H]5O)[C@@H](O)[C@@H]4O)[C@@H](O)[C@@H](O)[C@@H]3O)CC[C@]3(C)C(=CC[C@H]4[C@@]5(C)C[C@@H](O)[C@@H](O)[C@](C)(CO)[C@@H]5CC[C@@]43C)[C@@H]12
0%	COc1cc2oc(=O)ccc2cc1O
0%[21.4 µM]	COc1c(O)cc2c(c1O)[C@@H]1O[C@@H](CO)[C@@H](O)[C@@H](O)[C@@H]1OC2=O
0%	C[C@@H]1O[C@H](O[C@@H]2C(O)[C@H](O)[C@@H](CO)O[C@H]2Oc2cc(O)c3c(=O)cc(-c4ccc(O)cc4)oc3c2)[C@H](O)[C@H](O)[C@H]1O (stereo partly drawn)
-7%[21.4 µM]	O=C(O)[C@@H]1[C@@H]2C[C@H]3c4[nH]c5ccccc5c4CCN3C[C@@H]2CC[C@@H]1O
-1%[21.4 µM]	C[C@]12CC[C@@H]3C(=CCc4cc(O)ccc43)[C@@H]1CCC2=O
-5%	CCCC(=O)O[C@]1(C(=O)CCl)[C@H](C)C[C@@H]2[C@H]3CCC4=CC(=O)C=C[C@]4(C)[C@@]3(F)C(=O)C[C@@]21C
-4%	CC(=O)O[C@@]12CO[C@@H]1C[C@H](O)[C@@]1(C)C(=O)[C@H](O)C3=C(C)[C@@H](OC(=O)[C@H](O)[C@@H](NC(=O)OC(C)(C)C)c4ccccc4)C[C@](O)([C@@H](OC(=O)c4ccccc4)[C@H]21)C3(C)C

# An excerpt of these results, as tab-separated lines.
Structure	GCN5L2 inh
C[C@]12CC[C@@H]3C(=CCc4cc(O)ccc43)[C@@H]1CCC2=O	-1%[21.4 µM]
CCCC(=O)O[C@]1(C(=O)CCl)[C@H](C)C[C@@H]2[C@H]3CCC4=CC(=O)C=C[C@]4(C)[C@@]3(F)C(=O)C[C@@]21C	-5%

# Sorted by the number under GCN5L2 inh (lowest first): three from the list above.
Structure,GCN5L2 inh
CCCC(=O)O[C@]1(C(=O)CCl)[C@H](C)C[C@@H]2[C@H]3CCC4=CC(=O)C=C[C@]4(C)[C@@]3(F)C(=O)C[C@@]21C,-5%
CC(=O)O[C@@]12CO[C@@H]1C[C@H](O)[C@@]1(C)C(=O)[C@H](O)C3=C(C)[C@@H](OC(=O)[C@H](O)[C@@H](NC(=O)OC(C)(C)C)c4ccccc4)C[C@](O)([C@@H](OC(=O)c4ccccc4)[C@H]21)C3(C)C,-4%
C[C@@H]1O[C@H](O[C@@H]2C(O)[C@H](O)[C@@H](CO)O[C@H]2Oc2cc(O)c3c(=O)cc(-c4ccc(O)cc4)oc3c2)[C@H](O)[C@H](O)[C@H]1O (stereo partly drawn),0%

# Next compounds follow:
GCN5L2 inh	Compound
3%[21.4 µM]	C[C@H]1C[C@@H]2[C@H]3CCC4=CC(=O)C=C[C@@]4(C)[C@@]3(Cl)[C@@H](O)C[C@]2(C)[C@]1(OC(=O)c1ccco1)C(=O)CCl
7%[21.4 µM]	CCN(CCCCOC(=O)c1ccc(OC)c(OC)c1)[C@@H](C)Cc1ccc(OC)cc1
8%[21.4 µM]	C[C@H](CCC(=O)O)[C@H]1CC[C@@H]2[C@@H]3[C@@H](O)C[C@H]4C[C@@H](O)CC[C@@]4(C)[C@H]3CC[C@@]21C
-11%	CCc1cc(-c2n[nH]c(C)c2-c2ccc3c(c2)OCCO3)c(O)cc1O
-5%	CCCN(CCC)C(=O)[C@@H](CCC(=O)O)NC(=O)c1ccccc1
0%	CC1(C)OC2CC(=O)OC[C@@]23C1CC(=O)[C@]1(C)C3CC[C@@]2(C)C(c3ccoc3)OC(=O)C3O[C@@]321 (stereo partly drawn)
-10%	CC[C@@]12CCCN3CCc4c(n(c5ccccc45)[C@](O)(C(=O)OC)C1)C32 (stereo partly drawn)

# Source: PubChem BioAssay (National Center for Advancing Translational Sciences (NCATS))
